Compound activity from PubChem.
Ecoli WT expand: growth inhibitors of wild-type E. coli, primary screen, strain BW25113, expanded library, OD600 | OD600 absorbance | growth inhibition, % at 100 µM | hit rate 0.15% among 98,000 | AID 710, 2007;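 active = growth inhibition above about 50% at one test dose, limit read from the data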;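 also: growth measured after 20 h incubation at 37 °C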
IL1B cytotox: cytotoxicity in IL-1B stimulated HUVEC, primary screen, cytotoxicity control for IL-1B NFkB translocation project, imaging, Hoechst nuclear count, IL-1B stimulus. cell count reduction, % at 2 µM. AID 845, 2007. hit rate 0.41% among 94,000. HUVEC cell count loss;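 active = cell count reduction more than 3 SD above the screen-wide mean, cut at about 70% in these data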;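 also: normalized per plate to untreated control cells as the no-loss baseline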
cytoskel mod: modifiers of F-actin cytoskeleton organization, primary screen, imaging, HUVEC, phalloidin staining, high-content imaging; hit rate 0.18% among 91,000; inhibition, % at 2 µM; HUVEC TNFa F-actin phalloidin imaging; AID 836, 2007;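 active = inhibition above the batch mean plus 3 SD and confirmed as a hit by visual image inspection, cut at about 30% in these data, passing the limit was not always enough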; also: strong numbers were not always called active
VCAM1 TNFa inh: inhibitors of TNFa-induced VCAM1 expression, primary screen, imaging, HUVEC, TNFa stimulus, immunofluorescence; inhibition, % at 2 µM; hit rate 0.48% among 95,000; HUVEC TNFa-induced VCAM-1 immunofluorescence, high-content imaging;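 active = inhibition above the batch mean plus 3 SD, with images confirmed as a hit by eye, cut at about 37% in these data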;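 also: 0% = TNF-stimulated DMSO wells and 100% = unstimulated control wells; not every result past the cut was called active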
DAT uptake mod: changed hDAT dopamine uptake under cocaine IC80, either direction, primary screen, cocaine antagonist project, cell-based, LLC-PK1 hDAT, [14C]-dopamine uptake, MLSMR; LLC-PK1 hDAT cells, [14C]-dopamine uptake with cocaine IC80; actives deviate in either direction; B-score at 10 µM; Sodium-dependent dopamine transporter (Homo sapiens), Q01959; hit rate 1.3% among 110,000;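 active = Z score or B-score, a plate-position-corrected score, falls beyond the plate's 99.7% confidence bounds, in either direction; inactive = both scores lie inside the 99.7% bounds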;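 also: scored against the spread of the other compound wells on the same plate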
Target sequence (Q01959 whole entry, looked up): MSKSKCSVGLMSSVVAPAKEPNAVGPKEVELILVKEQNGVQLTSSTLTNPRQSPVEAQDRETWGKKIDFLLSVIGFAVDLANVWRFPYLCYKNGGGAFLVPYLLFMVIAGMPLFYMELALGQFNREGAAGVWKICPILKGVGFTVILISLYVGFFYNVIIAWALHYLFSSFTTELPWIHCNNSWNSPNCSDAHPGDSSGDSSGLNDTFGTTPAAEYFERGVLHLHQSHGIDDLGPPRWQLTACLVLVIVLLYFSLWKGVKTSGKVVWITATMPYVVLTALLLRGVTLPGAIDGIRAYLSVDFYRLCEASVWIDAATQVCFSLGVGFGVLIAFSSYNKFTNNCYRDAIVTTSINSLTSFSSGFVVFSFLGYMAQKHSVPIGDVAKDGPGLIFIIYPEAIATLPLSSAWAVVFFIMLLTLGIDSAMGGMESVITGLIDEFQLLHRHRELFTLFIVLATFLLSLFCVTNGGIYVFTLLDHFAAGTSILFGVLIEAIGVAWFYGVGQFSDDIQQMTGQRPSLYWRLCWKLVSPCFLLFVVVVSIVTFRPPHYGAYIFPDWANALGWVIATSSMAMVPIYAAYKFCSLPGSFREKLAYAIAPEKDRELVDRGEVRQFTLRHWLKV
TNFa cytotox: cytotoxicity in TNFa-stimulated HUVEC, primary screen, cytotoxicity control for VCAM1 expression modulator project, imaging, Hoechst nuclei count. HUVEC TNFalpha-stimulated, Hoechst cell count. cell count reduction, % at 2 µM. hit rate 0.17% among 93,000;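 active = cell count reduction exceeding the screen mean by over 5 SD, scaled to untreated wells per plate, cut at about 78% in these data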;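 also: cells counted after 24 h of TNF alpha exposure following the 1 h pretreatment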
sEH inh: soluble epoxide hydrolase inhibitors, primary screen, biochemical, human sEH | inhibition, % at 2 µM | hit rate 0.34% among 91,000 | Bifunctional epoxide hydrolase 2 (Homo sapiens), P34913 | recombinant human sEH enzymatic activity assay; in the data active = inhibition above about 80%; also: values of inactives mirror those of a sister screen read the other way; many of its hits are not listed in these tables
PLK1 kinase inh: human PLK1 kinase inhibitors, primary screen, biochemical, TR-FRET. AID 619, 2007. Serine/threonine-protein kinase PLK1 (Homo sapiens), P53350. recombinant PLK1 kinase, TR-FRET peptide phosphorylation. inhibition, % at 10 µM. hit rate 0.53% among 97,000;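 active = inhibition of 50% or more in the single-concentration screen; inactive = inhibition below 50%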;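 also: 0% = DMSO max control and 100% = H-89 dihydrochloride min control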
Plk1 PBD FP: Plk1 polo box domain binding inhibitors, primary screen, biochemical, fluorescence polarization; Serine/threonine-protein kinase PLK1 (Homo sapiens), P53350; hit rate 0.13% among 97,000; Plk1 PBD phosphopeptide binding; inhibition, %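 (tested at about 20 µM)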; in the data active = inhibition above about 34%, passing the limit was not always enough
* = called active by the depositor; / = no result given.

SMILES | Ecoli WT expand | IL1B cytotox | cytoskel mod | VCAM1 TNFa inh | DAT uptake mod | TNFa cytotox | sEH inh | PLK1 kinase inh | Plk1 PBD FP
Cc1ccc(NC(=O)c2noc3c2CCCCC3)cc1 | -3.0 | -13.8 | -7.0 | 6.4 | 2.27 | -20.8 | / | -8.3 | 20.4
CCn1c(SC(C)C)nnc1-c1cc(-c2ccccc2)sc1N | / | -21.2 | -7.8 | -0.3 | 1.64 | -4.2 | 2.4 | -9.7 | 2.1
CC(=O)c1cccc(NC(=O)NCc2ccccn2)c1 | 11.0 | -40.5 | -6.4 | -4.5 | 1.17 | / | -12.6 | -6.6 | 19.1
O=[N+]([O-])c1ccc(C2CCCC/C2=N/OCc2ccccc2F)c([N+](=O)[O-])c1 (stereo unspecified) | 2.0 | 1.9 | -22.2 | -10.5 | -0.539 | -5.7 | -4.6 | -10.2 | -12.6
CC(=O)c1nnn(-c2nc(N)nc(N(c3ccccc3)c3ccccc3)n2)c1C | -3.0 | -16.8 | 59.7 | 4.1 | -0.208 | -13.1 | 2.8 | 8.5 | -17.9
COc1ccc(-n2c(Cc3cccn3C)nnc2SCC(=O)Nc2cccc(NC(C)=O)c2)cc1 | 8.0 | / | 6.1 | 9.2 | 0.18 | -11.4 | / | -3.0 | 0.6
CN(C)c1ccc(CN(C(=O)COc2ccccc2)C2CCS(=O)(=O)C2)cc1 (stereo unspecified) | -2.0 | 18.3 | -12.6 | 16.8 | 0.405 | 48.8 | -4.8 | -12.5 | -28.7
CSc1nc2ccccc2n1Cc1c(Cl)cccc1Cl | 5.0 | 20.6 | 20.4 | 17.4 | 1.64 | 24.2 | -2.5 | -39.4 | 1.8
COc1cc(/C=N\n2nnnc2N)ccc1OCc1ccc(F)cc1 | -11.0 | 10.8 | -31.0 | 8.3 | 0.407 | -15.1 | 3.7 | -13.1 | 1.7
CCc1nnc2n1N=C(c1ccc(OC)cc1)CS2 | / | -8.1 | 0.7 | 10.2 | -0.232 | 7.7 | -1.5 | -14.4 | 0.3
O=C(O)c1cc(NCc2cccs2)ccc1N1CCOCC1 | 0.0 | 12.3 | 19.6 | -5.7 | -0.906 | -27.8 | -25.2 | -4.8 | -11.0
Cc1cccc(SCc2noc(C(=O)NCC3CCCO3)c2C(=O)O)c1 (stereo unspecified) | -1.0 | -4.6 | -7.4 | 11.0 | 0.343 | -15.9 | 8.1 | -9.6 | -4.0
O=C(c1ccc(S(=O)(=O)N2CCCCC2)cc1)c1nnc(-c2ccc(Cl)cc2)o1 | -6.0 | -1.1 | -13.2 | -8.6 | -0.707 | -5.6 | -9.1 | -14.2 | 1.6
CCOc1ccc(-n2nnnc2SCC(=O)N2CCOCC2)cc1 | / | 17.9 | 6.9 | 4.4 | 0.709 | -26.4 | 9.4 | -8.0 | 23.3
O=C(Cn1nc(C(F)F)cc1C(F)F)NNC(=S)Nc1ccc(Cl)cc1 | -1.0 | -11.1 | 8.5 | -11.6 | -0.157 | -11.2 | 2.0 | -3.2 | -23.9
COc1ccccc1CC(=O)Nc1ccc(-c2noc(COc3cccc(C)c3C)n2)cc1 | -4.0 | -21.2 | 3.2 | 4.5 | -0.158 | -12.5 | -0.6 | 2.9 | 6.4
Cc1ccccc1NC(=S)NC(NC(=O)COc1ccccc1)C(Cl)(Cl)Cl (stereo unspecified) | -9.0 | -85.4 | 15.4 | 7.6 | -1.06 | -11.9 | 0.7 | -1.0 | 6.8
O=C(Cc1ccccc1)Nc1ccc(CN2CCOCC2)cc1 | 10.0 | -9.7 | 2.2 | -6.1 | 0.748 | -2.9 | 6.0 | -10.8 | -3.1
Cc1ccccc1OCC(=O)NCCC(=O)O | -8.0 | -33.0 | 12.0 | 3.2 | -0.296 | -20.4 | -13.4 | -4.3 | -10.2
O=C(Nc1cc(Cl)cc(Cl)c1)C1CCC(=O)N1Cc1ccccc1Cl (stereo unspecified) | -2.0 | -3.1 | 0.3 | 2.9 | -1.4 | -4.5 | 6.2 | -12.1 | 15.6
COC(=O)c1oc2ccc(Br)cc2c1NC(C)=O | 0.0 | -18.2 | 1.8 | -1.6 | 0.731 | -7.0 | 14.4 | -5.2 | -28.0
Cc1cc(Nc2ccccc2)c2c([N+](=O)[O-])cc(C)c(C)c2n1 | -1.0 | 7.5 | -2.8 | 3.9 | -1.27 | -9.7 | -22.5 | -10.4 | 23.6
Cc1nc2ccccn2c1/C(O)=C1\C(=O)C(=O)N(CCN2CCOCC2)C1c1cccnc1 (stereo unspecified) | -3.0 | 11.7 | 1.5 | -4.3 | -0.823 | 27.5 | -9.9 | -8.5 | -6.6
Cc1ccc(-n2ncc(N(C)C)c(Cl)c2=O)cc1 | 8.0 | -17.6 | -0.5 | 9.7 | / | -13.5 | 14.3 | -5.4 | 44.4
COc1cccc(NC(=O)Nc2ccc3c(c2)nnn3C)c1 | / | -6.2 | 8.4 | -7.4 | -0.0215 | -18.1 | 8.8 | -11.2 | 0.5
SMILES | Ecoli WT expand | IL1B cytotox | cytoskel mod | VCAM1 TNFa inh | DAT uptake mod | TNFa cytotox | sEH inh | PLK1 kinase inh | Plk1 PBD FP
CC1(C)OC(=O)C(=CNCC(O)c2ccccc2)C(=O)O1 (stereo unspecified) | -3.0 | -41.6 | 14.2 | 8.1 | 0.396 | -12.3 | 7.2 | -1.4 | -5.2
Nn1cnnc1SC1CCCCC1NS(=O)(=O)c1ccccc1 (stereo unspecified) | 4.0 | -31.5 | -10.8 | 20.6 | -0.169 | 11.8 | 3.8 | -4.6 | 1.3
CCOC(=O)N1CCC(NC(=O)C2CCN(S(=O)(=O)N3CCC(C)CC3)CC2)CC1 | -7.0 | -12.1 | -25.0 | 30.8 | -0.219 | 35.7 | / | -15.4 | 3.6
N#CCCN(CCC#N)C(=O)c1ccc(Cl)cc1 | 3.0 | -24.2 | 7.2 | -67.8 | -0.0292 | -38.1 | -6.0 | -13.9 | -3.3
Cc1noc(C)c1S(=O)(=O)N1CCC(C(=O)N2CCN(c3ccccc3Cl)CC2)CC1 | -2.0 | 2.1 | -4.7 | 4.3 | 0.908 | 12.0 | 1.5 | -8.7 | -7.1
Nc1c(C(=O)NCc2ccccc2)c2nc3ccccc3nc2n1-c1ccc2c(c1)OCO2 | -3.0 | -24.0 | 13.5 | 9.2 | 0.0168 | -10.7 | -14.0 | -9.0 | -5.2
NC(=O)c1c(NC(=O)CN2CCCC2)sc2c1CCCC2 | 8.0 | -2.9 | 26.5 | -51.7 | -0.0487 | / | -2.0 | -1.0 | -3.2
O=c1cc(N2CCc3ccccc3C2)[nH]c(=O)n1-c1ccccc1Cl | -4.0 | -0.6 | 0.0 | 16.0 | 0.366 | -9.7 | -16.2 | -21.7 | 2.6
COCCN1C(=O)c2ccccc2C(C(=O)N2CCN(c3ccccn3)CC2)C1c1ccc(F)cc1 (stereo unspecified) | 4.0 | -34.2 | 30.4 | 30.2 | -0.271 | -15.9 | 13.3 | 1.8 | 13.4
O=C(CSc1nnc(-c2cccnc2)n1C1CCCCC1)NC1CCCCC1 | 5.0 | 6.0 | 2.9 | 21.7 | -0.0298 | -0.4 | -4.4 | -13.1 | 13.8
S=c1[nH]nc(-c2ccc(Cl)cc2)n1CC1CCCO1 (stereo unspecified) | 2.0 | 0.0 | -13.4 | -4.6 | 0.951 | 3.6 | -3.4 | -5.9 | -12.1
CC(C)Cn1c(SCc2nc3ccccc3c(=O)[nH]2)nc2ccccc2c1=O | -13.0 | -2.3 | -11.1 | -6.4 | 0.981 | -8.8 | 8.3 | -10.9 | -4.5
Cc1cc(C)nc(N2CCCC(C(=O)Nc3ccc4nc(C)c(C)nc4c3)C2)n1 (stereo unspecified) | 3.0 | 20.0 | 0.5 | -12.0 | 1.41 | -9.6 | 3.0 | 21.1 | -16.1
COc1cc2c(cc1OC)CN(CC(=O)Nc1ccc(C)cc1)CC2 | 12.0 | 1.3 | -7.3 | 11.8 | -0.161 | -6.2 | 4.8 | -10.2 | -4.2
O=C(CCC(=O)OCC(=O)c1ccc(Br)cc1)Nc1ccc(Br)c2cccnc12 | -16.0 | -6.1 | 5.4 | 5.5 | -0.00965 | -11.7 | -2.9 | -13.6 | -18.9
COc1ccc(C2N=C(N)N=C(N)N2c2ccc(C)cc2)cc1 (stereo unspecified) | 5.0 | 17.7 | -15.3 | 16.2 | 0.456 | -4.8 | 1.5 | -1.1 | 0.2
CC1CC(C)CN(c2ncnc3c2cnn3Cc2ccc(Cl)cc2)C1 (stereo unspecified) | -22.0 | -13.0 | -3.7 | 21.2 | 1.36 | -6.7 | 9.9 | -17.5 | -12.1
COc1cccc(CC(=O)n2nc(N)c3cc4ccc(OC)cc4nc32)c1 | -3.0 | 8.3 | 8.9 | 9.0 | / | -35.1 | / | -7.0 | 14.5
CCOC(=O)c1c(N2C(=O)C=CC2=O)sc(C)c1C | 5.0 | -6.5 | -17.3 | -9.8 | 0.626 | 18.2 | -17.9 | -8.6 | 0.2
N#CCCSc1nc(N2CCOCC2)c2c(c1C#N)CCCC2 | -19.0 | -1.4 | -11.3 | 17.8 | -0.69 | -7.6 | 2.1 | -23.8 | 11.8
CC(=O)C1=C(O)C(=O)N(Cc2ccco2)C1c1ccc2c(c1)OCO2 (stereo unspecified) | -3.0 | -19.3 | 1.0 | 5.2 | -0.173 | -3.6 | -1.7 | -14.2 | -7.7
CC1(C)Cc2c(C#N)c(N3CCCC3)nc(-c3ccco3)c2CO1 | -10.0 | / | / | / | 0.579 | / | / | 51.0* | -21.1
O=C(COn1nnc2ccc(C(F)(F)F)cc21)Nc1nnc(-c2ccccc2)o1 | -5.0 | -0.7 | 7.0 | -4.2 | -0.0249 | 4.5 | -21.1 | -13.0 | 8.7
CCCCn1c(C)nc2c(=O)n(C)c(=O)[nH]c21 | 5.0 | -106.4 | 20.4 | 1.7 | 0.338 | -50.0 | 2.7 | 2.2 | -10.5
CC1(C)CC(CC(=O)O)(c2ccc(Cl)cc2)CCO1 (stereo unspecified) | 1.0 | -7.6 | -4.9 | -5.0 | -0.784 | -4.3 | 2.9 | -10.3 | 24.4
CCC(=O)c1ccc(OCC(O)CN2CCOCC2)cc1 (stereo unspecified) | 1.0 | -15.3 | -0.3 | -3.9 | -0.275 | -15.2 | 0.4 | -15.0 | -20.1

An excerpt from above in order of length of the SMILES, ascending:
SMILES | Ecoli WT expand | IL1B cytotox | cytoskel mod | VCAM1 TNFa inh | DAT uptake mod | TNFa cytotox | sEH inh | PLK1 kinase inh | Plk1 PBD FP
CCC(=O)c1ccc(OCC(O)CN2CCOCC2)cc1 (stereo unspecified) | 1.0 | -15.3 | -0.3 | -3.9 | -0.275 | -15.2 | 0.4 | -15.0 | -20.1
N#CCCSc1nc(N2CCOCC2)c2c(c1C#N)CCCC2 | -19.0 | -1.4 | -11.3 | 17.8 | -0.69 | -7.6 | 2.1 | -23.8 | 11.8
COc1ccc(C2N=C(N)N=C(N)N2c2ccc(C)cc2)cc1 (stereo unspecified) | 5.0 | 17.7 | -15.3 | 16.2 | 0.456 | -4.8 | 1.5 | -1.1 | 0.2
CC1(C)Cc2c(C#N)c(N3CCCC3)nc(-c3ccco3)c2CO1 | -10.0 | / | / | / | 0.579 | / | / | 51.0* | -21.1
O=c1cc(N2CCc3ccccc3C2)[nH]c(=O)n1-c1ccccc1Cl | -4.0 | -0.6 | 0.0 | 16.0 | 0.366 | -9.7 | -16.2 | -21.7 | 2.6
